Screening data: PubChem BioAssay, National Center for Advancing Translational Sciences (NCATS)
TDP1 inh – qHTS Assay for Inhibitors of Tyrosyl-DNA Phosphodiesterase (TDP1). Tyrosyl-DNA phosphodiesterase 1 (Homo sapiens), Q9NUW8. recombinant TDP1, AlphaScreen DNA substrate cleavage. Potency, µM (highest dose often 130 µM), without a hit: at the top dose activity change, negative = inhibition, most hits filed as inhibitors. 350,000 tested, 0.28% active; note: nearly all actives have a fitted effect of over 40% in size
Target sequence (Q9NUW8 whole entry, looked up): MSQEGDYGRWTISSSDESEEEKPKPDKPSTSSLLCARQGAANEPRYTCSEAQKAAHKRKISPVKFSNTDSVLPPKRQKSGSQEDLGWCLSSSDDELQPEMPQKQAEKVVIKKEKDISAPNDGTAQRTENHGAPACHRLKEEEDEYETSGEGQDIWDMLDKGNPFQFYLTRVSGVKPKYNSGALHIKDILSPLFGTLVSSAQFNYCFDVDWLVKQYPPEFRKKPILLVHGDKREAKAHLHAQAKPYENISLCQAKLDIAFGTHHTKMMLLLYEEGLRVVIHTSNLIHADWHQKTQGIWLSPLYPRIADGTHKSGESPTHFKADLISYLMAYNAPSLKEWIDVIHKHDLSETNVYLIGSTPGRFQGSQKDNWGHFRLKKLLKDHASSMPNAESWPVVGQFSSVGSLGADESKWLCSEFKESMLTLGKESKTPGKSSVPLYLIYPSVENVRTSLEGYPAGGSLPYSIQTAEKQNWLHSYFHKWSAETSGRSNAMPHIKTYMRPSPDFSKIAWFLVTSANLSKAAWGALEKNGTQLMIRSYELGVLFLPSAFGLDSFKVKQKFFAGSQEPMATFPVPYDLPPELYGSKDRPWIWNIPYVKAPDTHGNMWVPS
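Recombinant E. coli-expressed Tdp1 (1 nM) preincubated with compound 15 min at RT, then 5'-biotin/3'-phosphotyrosine-FITC DNA substrate (15 nM) added for 5 min. AlphaScreen beads (10 ug/ml) added, 10 min RT; tyrosine-FITC cleavage read as signal loss.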
DT40 TDP1 no CPT – qHTS for Inhibitors of human tyrosyl-DNA phosphodiesterase 1 (TDP1): qHTS in cells in absence of CPT; DT40 Tdp1-/- hTDP1 cells, no CPT, ATP luminescence, 48 h; Potency, µM (titrated, usually from 46.2 µM), for the others: top-dose activity change, negative = growth inhibition, hits mostly inhibitors; 420,000 tested, 15% active; note: nearly all actives have a fitted effect of over 55% in size
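Compound effects on proliferation are scored in DT40 Tdp1-/-;hTDP1 cells in the absence of CPT. ATP levels (CellTiter-Glo luminescence) are recorded after a ≥48 hr, 37 °C incubation.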
N370S GC mod – qHTS Assay for Inhibitors and Activators of N370S glucocerebrosidase as a Potential Chaperone Treatment of Gaucher Disease; N370S GC spleen homogenate, 4MU-glucoside fluorescence; Potency, µM (titrated, usually from 59.4 µM), without a hit: at the highest dose activity change, negative = inhibition, actives largely listed as inhibitors; 330,000 tested, 0.092% active;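 note: 0% = full enzyme activity and -100% = no enzyme basal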
* hit, by the source's call; ? = inconclusive; nt = no result given; [ ] = dose if it differs, or a comment. Calls come from the whole dose curve; as a rule, active = well fitted curve in the direction sought with a large enough effect; inconclusive = small, poorly fitted or top-dose-only effect, or another doubt; inactive = no such curve, though single readings can be large; an effect the other way counts as inactive or inconclusive. Unless noted, % is set by controls: 0 for no effect and ±100 for the full control effect; potency is the fitted concentration of half-maximal effect. A portion of the library. The share of hits here may be higher or lower than overall.

SMILES	TDP1 inh	DT40 TDP1 no CPT	N370S GC mod
CCOc1cc(N2CCOCC2)c(OCC)cc1NC(=O)CN1C(=O)C2CC=CCC2C1=O (stereo not given)	5%	0%	0%
COc1ccc2[nH]cc(C(=O)CN3CCC(C)CC3)c2c1	-5%	-17%	-8%
Cc1cccc(NC(=S)NNC(=O)CCn2cc(C)cn2)c1	0%	-3%	15%
CC(C)OC(=O)c1ccc(N)cc1	-6%	-8%	1%
C/C(CC(=O)Nc1ccccn1)=N\NC(=O)c1ccc(C)cc1	5%	-10%	0%
Cc1n[nH]c(C)c1CCC(=O)N/N=C/c1cccs1	-1%	7%	20%
COC(=O)c1c(NC(C)=O)sc(C)c1C	1%	1%	0%
Cc1nn(C)c(C)c1NC(=O)Nc1ccc(Cl)c(Cl)c1	0%	?	4%
COc1ccc(NC(=O)c2cccc(NC3=NC4CS(=O)(=O)CC4S3)c2)cc1Cl (stereo not given)	nt	5%	-28%
C/C(CCN1CCc2nc(-c3ccccc3)c(-c3ccccc3)cc2C1)=N\O[C@@H](C)c1cn([C@@H]2COC[C@@H]2O)nn1	11%[21 µM]	nt	2%[12.8 µM]
Fc1ccc(-c2noc3ncnc(NCc4ccc(Cl)cc4)c23)cc1	2%	?	nt
Cc1cc(NC(=O)c2ccc(-c3ccc(Cl)cc3)o2)cc(-c2nc3ncccc3o2)c1O	3%	-18%	nt
CCOC(=O)C(CC)Sc1nc2c(cnn2-c2ccc(F)cc2)c(=O)[nH]1 (stereo not given)	nt	-3%	-19%
COc1cc(CCC(=O)OCC(=O)NCC2CCCCC2)cc(OC)c1OC	2%	4%	-5%
O=C(CN1C(=O)c2ccccc2C1=O)Nc1cccnc1	-2%	?	5%
COc1ccc(S(=O)(=O)N2CCOC2CNC(=O)C(=O)NCCN2CCOCC2)cc1 (stereo not given)	3%	-7%	-13%
Cc1cccn2c(CNC3CCCc4ccccc43)c(C(=O)N3CCOCC3)nc12 (stereo not given)	4%	-29%	0%
COc1ccc(NC(=O)c2cc3n(n2)C(C(F)(F)F)CC(c2ccc(OC)cc2)N3)cc1 (stereo not given)	7%	-18%	-27%
Cc1ccc(C)c(OCc2cc(C(=O)N3CC[C@H](O)C3)no2)c1	4%	-1%	1%
CN1CCC(OC(=O)c2cccc(Cl)c2)CC1	4%	5%	-6%

For convenience, 4 of the compounds above:
SMILES	TDP1 inh	DT40 TDP1 no CPT	N370S GC mod
CCOc1cc(N2CCOCC2)c(OCC)cc1NC(=O)CN1C(=O)C2CC=CCC2C1=O (stereo not given)	5%	0%	0%
COc1ccc2[nH]cc(C(=O)CN3CCC(C)CC3)c2c1	-5%	-17%	-8%
Cc1cccc(NC(=S)NNC(=O)CCn2cc(C)cn2)c1	0%	-3%	15%
CC(C)OC(=O)c1ccc(N)cc1	-6%	-8%	1%

2 records drawn at random from the list so far, as already listed:
SMILES	TDP1 inh	DT40 TDP1 no CPT	N370S GC mod
COc1ccc(NC(=O)c2cccc(NC3=NC4CS(=O)(=O)CC4S3)c2)cc1Cl (stereo not given)	nt	5%	-28%
Cc1cccn2c(CNC3CCCc4ccccc43)c(C(=O)N3CCOCC3)nc12 (stereo not given)	4%	-29%	0%

Going on with the list:
SMILES	TDP1 inh	DT40 TDP1 no CPT	N370S GC mod
Cc1ccc(CCNC(=O)C2CCC(=O)N2C(C)C)cc1 (stereo not given)	2%	-18%	-19%
COc1ccccc1CN1CC(C(=O)NCc2cc(F)cc(C(F)(F)F)c2)CCC1=O (stereo not given)	1%	-7%	-1%
Cc1ccc(OCCCC(=O)Nc2ccc(N3CCOCC3)cc2)c(C)c1	3%	3%	2%
CCOc1ccc(CN(C)Cc2cc(=O)oc3cc(C)c(Cl)cc23)cc1	nt	?	14%
CCSc1nc2c(c(=O)[nH]1)C(c1cccnc1)C(C(=O)OC(C)C)=C(C)N2 (stereo not given)	7%	-29%	2%
CCOC(=O)C1CCCN(C(=O)c2ccc(C)c(NC(=O)c3nsc4ccccc34)c2)C1 (stereo not given)	3%	18µM*	nt
CCn1c(C(C)NC(=O)c2ccc(OC)c(OC)c2)nc2ccccc21 (stereo not given)	2%	?	-2%
Cc1cccc(C)c1Nc1c(-c2ccc(N3CCOCC3)cc2)nc2ncccn12	0%[12.3 µM]	21µM*	9%
Cc1cc2cc(CCNC(=O)CC(C)C)c(=O)[nH]c2cc1C	2%	nt	2%
CN(CCc1cnn(C)c1)Cc1cn[nH]c1-c1ccc(-c2ccccc2)cc1	-5%	?	-19%
COc1ccc(C(=O)COC(=O)CCC(=O)Nc2ccc(C(C)=O)cc2)cc1	2%	-5%	-16%
CC(C)c1ccc(S(=O)(=O)N2CCC(C(=O)N3CCC3)CC2)cc1	nt	?	-10%
NC(=O)CSc1nnc(NC(=O)c2ccc(S(=O)(=O)N3CCOCC3)cc2)s1	2%	15%	-5%
Cc1noc(C)c1NC(=O)Nc1cccc2c1O[C@H](CN(C)C(=O)NC1CCCCC1)[C@@H](C)CN([C@H](C)CO)C2=O	0%	10%	nt
Cc1onc(-c2ccccc2Cl)c1C(=O)N1CC(C)CC(C)C1 (stereo not given)	nt	10µM*	2%
Cc1nn(C(=O)c2cccc([N+](=O)[O-])c2)c(C)c1Br	nt	-7%	-7%
COc1ccccc1-n1c(SCC(N)=O)nnc1-c1ccccc1	0%	-11%	0%
COC(=O)c1ccc2nc(NC(=O)CCS(=O)(=O)c3ccccc3)sc2c1	2%	9.2µM*	5%
COc1ccc(NC(=O)CSc2nnc(CNC(=O)c3ccco3)o2)cc1	1%	14%	10%
CCc1cc2c(nc1CC)CCN(CC/C(C)=N/O[C@@H]1O[C@H](COC(C)=O)[C@H](OC(C)=O)[C@H](OC(C)=O)[C@H]1OC(C)=O)C2	4%[21 µM]	nt	7%[12.8 µM]
COc1ccccc1C(=O)Nc1c(C(=O)Nc2ccccc2F)oc2ccccc12	-1%	26µM*	nt
Cc1cccc(NC(=O)c2c(NC(=O)c3ccco3)sc3c2CCC(C)C3)c1 (stereo not given)	4%[2.28 µM]	?	nt
O=C(O)CCC(=O)NNC(=O)c1cccc(Cl)c1	0%	7%	1%
COc1ccc(/C=N/NC(=O)c2ccc(Br)cc2)cc1CN1CCOCC1	4%	-14%	-9%
Oc1ccc(Cl)cc1-c1cc(-c2cccc(Br)c2)n[nH]1	-6%	18µM*	12%
O=C(CC1NCCNC1=O)Nc1cccc(F)c1 (stereo not given)	3%	-8%	nt
COc1ccccc1Nc1c2c(nc3ccc(NC(=O)c4cccc(F)c4)cc13)CCCC2	9%	2.6µM*	nt
CC(=O)NC12CC3CC(C1)CC(C(=O)Nc1nccs1)(C3)C2	-2%	-28%	12%
O=S1(=O)N=C(Nc2nc3c(s2)CCCC3)c2ccccc21	8%	5.2µM*	-1%
Cc1ccc(N2C(=N)SCC2=O)cc1Cl	1%	-12%	-6%
CCOc1ccccc1NC(=O)C1CCN(S(=O)(=O)c2ccc(Br)cc2)CC1	5%	?	nt
Cc1ccc(/C=C2\SC(N3CCN(C(c4ccccc4)c4ccccc4)CC3)=NC2=O)o1	-3%	12µM*	6%
N#Cc1ccccc1S(=O)(=O)N1CCC(C(=O)Nc2cccc(C(=O)NC3CC3)c2)CC1	-2%	-11%	-23%
Cc1ccccc1C(=O)Nn1cnnc1	nt	14%	0%
Cc1ccc(C2=NN(C(=O)CN3C(=O)c4ccccc4S3(=O)=O)C(c3ccco3)C2)cc1 (stereo not given)	7%	?	4%
Cc1ccc(CN(C)C(=O)c2ccccc2Oc2ccccc2)o1	4%	?	?
Cc1cc(C(C)(C)C)cc(S(=O)(=O)Nc2cccc(C(=O)O)c2)c1C	-3%	-10%	1%
COc1ccc(NC(=O)CNC(=O)Cc2cccc3ccccc23)cc1	-1%	4%	nt
COC(=O)C(C)n1cnc2c(cnn2-c2ccc(Cl)cc2)c1=O (stereo not given)	1%	?	5%
O=C1CCCc2oc3c(cc(NS(=O)(=O)c4ccc5c6c(cccc46)C(=O)N5)c4ccccc43)c21	nt	?	?
C/C(=N/NC(=O)CNc1ccc(C)cc1)c1ccc(Br)s1	7%	18µM*	1%
CCN(c1ccccc1)S(=O)(=O)c1ccc2c(c1)CC(C)N2C(=O)C1CC1 (stereo not given)	-2%	-20%	-2%
O=C(c1cc(-c2ccc(Cl)cc2)on1)N(Cc1cccc(F)c1)Cc1ccco1	-2%	18µM*	nt
COc1cccc2c1c(NC(=O)c1cc(C)on1)nn2C	0%	-10%	-1%
Cc1nn(C)c(C(=O)NNC(=S)Nc2ccc(Cl)cc2)c1[N+](=O)[O-]	9%	2%	11%
O=C(NCc1ccccc1F)C(=O)NCC1OCCCN1S(=O)(=O)c1cccs1 (stereo not given)	3%	-11%	1%
COCCn1c(N)c(NCc2ccccc2)c(=O)n(CC(=O)Nc2cc(C)ccc2C)c1=O	8%	-19%	5%
Nc1c(C(=O)Nc2ccccc2)c2nc3ccccc3nc2n1CCCN1CCOCC1	1%	?	-19%
COc1ccc(Cn2c(=O)c3oc4ccccc4c3n(Cc3cccc(C)c3)c2=O)cc1	-3%	-11%	nt
Cc1c(NS(=O)(=O)c2cc(C(=O)NCC3CCCO3)cc(Cl)c2Cl)c(=O)n(-c2ccccc2)n1C (stereo not given)	nt	9%	-8%
CC1CCCCN1S(=O)(=O)c1ccc(S(=O)(=O)N(CC(=O)Nc2ccccc2)Cc2cccs2)cc1 (stereo not given)	3%	26µM*	-21%
CCOc1ccc(OCCCC(=O)NCCc2ccc(OC)cc2)cc1	1%	-1%	-3%
O=C(CSc1ccccc1)NCCc1ccccc1	nt	-22%	0%
COc1ccccc1-c1cn[nH]c(=S)n1	5%	-29%	?
O=[N+]([O-])c1ccc(Sc2ccccc2Cl)nc1	13%	-28%	-1%
NC(=O)[C@H]1CC2(CC(c3cccc(NC(=O)COc4ccc(Cl)cc4)c3)=NO2)CN1C(=O)Cc1ccc([N+](=O)[O-])cc1 (stereo not given in full)	9%	16µM*	-9%
CCn1nnnc1SCC(=O)N1c2ccccc2NC(=O)CC1C (stereo not given)	-3%	0%	nt
Cc1ccc(NC(=O)C[n+]2ccccc2)cc1C	nt	?	-11%
COCC(C)NC(=O)COCc1cc(-c2ccc3c(c2)OCO3)on1 (stereo not given)	nt	9%	0%
O=C(Nc1cccc(Cl)c1)Nc1c[nH]c(=O)[nH]c1=O	nt	1%	1%

Overlap with the part before: 3 compounds, then new ones.
SMILES	TDP1 inh	DT40 TDP1 no CPT	N370S GC mod
Cc1ccc(NC(=O)C[n+]2ccccc2)cc1C	nt	?	-11%
COCC(C)NC(=O)COCc1cc(-c2ccc3c(c2)OCO3)on1 (stereo not given)	nt	9%	0%
O=C(Nc1cccc(Cl)c1)Nc1c[nH]c(=O)[nH]c1=O	nt	1%	1%
CC(C)Oc1nc(-c2ccc(Cl)cc2)nc2ccccc12	nt	?	2%
Cc1ccc(S(=O)(=O)N2CCCCC2)cc1NC(=O)CSc1nnc(C2CC2)n1N	0%	-24%	nt
NS(=O)(=O)c1cccc(NC(=O)c2ccccc2NS(=O)(=O)c2ccc(F)cc2)c1	14%	-2%	4%
Cc1cncn1CCc1nc2c3ccccc3nc(SCC(=O)Nc3ccccc3F)n2n1	3%	?	nt
COc1cccc(N(CC(=O)NC2CCCC2)C(=O)CCC(=O)Nc2cc(C)on2)c1	nt	-15%	-8%
Cn1c(=O)n(CC(=O)N2CCN(c3nnc(-c4ccccc4)c4ccccc34)CC2)c2ccccc21	5%	?	0%
CCn1c(=O)c(C(=O)NCc2ccc3c(c2)OCO3)c(O)c2ccccc21	nt	?	-2%
COc1cc(/C=N/NC(=O)Cc2cccs2)c([N+](=O)[O-])cc1OC	8%	-23%	9%
CCOCCCn1c(=S)[nH]c2cc(C(=O)NCCCN(CC)CC)ccc2c1=O	-3%	-18%	4%
NC(=O)C1CCN(C2CC(=O)N(Cc3cccs3)C2=O)CC1 (stereo not given)	3%	-16%	nt
O=C(O)c1ccc(S(=O)(=O)c2ccc3c(c2)C(=O)N(NC(=O)c2ccccc2)C3=O)cc1	-3%	-21%	-10%
CCOC(=O)c1cc(/C(C)=N/OC(=O)c2ccc(C(C)(C)C)cc2)on1	-1%	16µM*	6%
COc1ccccc1CNc1cc(CSc2ccc(Cl)cc2)nc(C)n1	1%	?	1%[12.8 µM]
CCCCn1c(N)c(N(CCC(C)C)C(=O)c2ccc(N3CCCC3=O)cc2)c(=O)[nH]c1=O	-7%	-9%	-7%
Cc1ccc(CS(=O)(=O)Cc2ccc(C(=O)NCc3ccccn3)o2)cc1	9%	-11%	-4%
